# Source: PubChem (Broad Institute)
# PGC1a acetyl inh: modulators of PGC1a acetylation | U2OS PGC1a acetylation, AlphaScreen anti-acetyl-lysine; with virally co-expressed GCN5 acetyltransferase | inhibition, % at 15.6 µM | actives 0.17% (n = 350,000) | AID 651687;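 active = every replicate shows inhibition of at least 40%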;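 also: 0% = neutral control wells and 100% = positive control wells; some results beyond the cut were filed as inactive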
# PglD DTNB: blocks C. jejuni PglD acetyltransferase activity; actives 0.098% (n = 360,000); purified PglD enzyme, DTNB colorimetric CoA detection; AID 602405; inhibition, % at 12.5 µM; in the data active = inhibition above about 16%, passing the limit was not always enough; also: strong numbers were not always called active
# FN deposit inh: fibronectin deposition inhibition; AH1F fibroblasts, Alexa488-fibronectin deposition fluorescence, overnight; inhibition, % at 12.6 µM; actives 0.086% (n = 350,000);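 active = mean inhibition across replicates of 30% or more, regardless of how many single replicates reach that level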;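 also: positive control wells lacked labelled fibronectin entirely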
#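 test system = AH1F fibroblasts assembling fluorescent fibronectin matrix | quantity = 10000 AH1F cells per well | buffer or medium = DMEM plus 2% serum, read in PBS | doses = single dose, pinned | incubation = 1 h cell attachment, overnight exposure to compound and label | detection = fluorescence at 485 nm excitation, 525 nm emission | read-out basis = inhibition from reduced deposited-fibronectin fluorescence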
# PAX8 reporter: lowers PAX8-driven luciferase in RMG-I cells | RMG-I TPO-luciferase reporter, SteadyGlo, 24 h | inhibition, % at 12.6 µM | actives 1.2% (n = 360,000) | AID 652154;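 active = mean replicate inhibition at least 60% with every replicate also reaching 60%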;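 also: luciferase light reporting Pax8 driven TPO promoter activity; plate controls were median of neutral control wells for no effect and mitoxantrone controls for full effect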
# S100A4 inh HTS: S100A4-myosin IIA interaction inhibition. AID 652163. S100A4/TAMRA-MyoIIA peptide fluorescence polarization. P26447. actives 0.14% (n = 360,000). inhibition, % at 10.7 µM;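 active = mean inhibition of at least 70% across replicates, with every replicate also reaching that level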
# Target sequence (P26447 whole entry, looked up): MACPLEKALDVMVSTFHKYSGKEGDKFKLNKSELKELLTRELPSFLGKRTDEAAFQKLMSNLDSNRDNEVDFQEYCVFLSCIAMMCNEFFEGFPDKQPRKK
#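 Compound dosing: one dose per compound; test system: human S100A4 monomer with TAMRA-labelled myosin IIA peptide; probe or stimulus: TAMRA-labelled myosin IIA heavy-chain peptide probe, 5 nM; medium: HEPES buffer with Ca2+, pH 7.2; schedule: 5 min incubation before reading; benchmarks: neutral control DMSO, positive control TFP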
# LGR2 antag: inhibitors of bursicon-induced Drosophila LGR2 receptor cAMP signaling; HEK293 LGR2, CRE-luciferase, bursicon-stimulated, 4 h; actives 0.35% (n = 380,000); AID 720647; inhibition, % at 9.99 µM;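 active = drop in luminescence signal, shown as inhibition above about 50% in the replicate tests, limit read from the data, passing the limit was not always enough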;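 also: agonist challenge used bursicon conditioned medium at about half maximal strength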
# EWS-Fli block: EWS/Fli transcriptional activity inhibition. A673 NR0B1-luciferase reporter, viability-normalised. inhibition, % at 12.6 µM. actives 0.67% (n = 350,000). AID 651661;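 active = mean inhibition of at least 50% after viability correction, with every replicate also passing that limit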;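 also: firefly luciferase signal divided by Alamar Blue viability fluorescence both relative to DMSO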
# ERAP1 inh: inhibitors of human ERAP1 aminopeptidase | actives 0.15% (n = 340,000) | Q9NZ08 | recombinant ERAP1, Leu-AMC fluorescence, 60 min | inhibition, % at 10.7 µM | AID 652197;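 active = mean replicate inhibition of at least 30%, or all replicates individually reaching that 30% level; inactive = mean below 30% and not every replicate reaching it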;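 also: 0% = neutral control wells and 100% = L-leucinethiol positive control wells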
# Target sequence (Q9NZ08 whole entry, looked up): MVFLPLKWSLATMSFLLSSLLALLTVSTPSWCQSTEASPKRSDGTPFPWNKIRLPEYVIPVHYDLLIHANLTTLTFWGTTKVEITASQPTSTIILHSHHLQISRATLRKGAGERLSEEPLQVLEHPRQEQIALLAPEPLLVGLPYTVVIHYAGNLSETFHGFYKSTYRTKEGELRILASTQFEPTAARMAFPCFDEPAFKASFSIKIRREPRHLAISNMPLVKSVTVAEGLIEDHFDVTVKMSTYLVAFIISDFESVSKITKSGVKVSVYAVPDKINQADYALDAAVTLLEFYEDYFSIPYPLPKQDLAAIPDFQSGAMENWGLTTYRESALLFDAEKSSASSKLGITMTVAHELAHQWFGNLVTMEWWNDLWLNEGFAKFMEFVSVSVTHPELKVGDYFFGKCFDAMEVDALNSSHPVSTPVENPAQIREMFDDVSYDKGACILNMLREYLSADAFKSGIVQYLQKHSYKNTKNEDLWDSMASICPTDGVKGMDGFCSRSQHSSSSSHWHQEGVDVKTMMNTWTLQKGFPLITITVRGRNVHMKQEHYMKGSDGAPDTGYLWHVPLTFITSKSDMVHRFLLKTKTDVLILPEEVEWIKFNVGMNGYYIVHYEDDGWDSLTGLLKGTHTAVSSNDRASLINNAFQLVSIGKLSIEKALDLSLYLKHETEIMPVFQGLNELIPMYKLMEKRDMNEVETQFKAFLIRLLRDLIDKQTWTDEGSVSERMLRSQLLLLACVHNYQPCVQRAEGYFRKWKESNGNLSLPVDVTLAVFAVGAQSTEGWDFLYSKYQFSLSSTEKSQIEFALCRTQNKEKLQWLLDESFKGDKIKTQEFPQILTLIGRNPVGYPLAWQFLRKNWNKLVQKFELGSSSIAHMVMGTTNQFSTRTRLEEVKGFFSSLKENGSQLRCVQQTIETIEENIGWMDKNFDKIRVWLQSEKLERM
# Numbers without * were called inactive; . = no result given.
# The line under a structure holds: PGC1a acetyl inh	PglD DTNB	FN deposit inh	PAX8 reporter	S100A4 inh HTS	LGR2 antag	EWS-Fli block	ERAP1 inh
- O=C(O)C(O)(c1ccccc1)C(O)c1ccccc1 (centres undefined)
 : .	.	-8	3	1	-2	4	2
- Cc1ccccc1CSc1nncn1N
 : -8	-2	2	6	.	.	.	.
- Cc1ccc2ccccc2c1C(O)c1ncc(-c2cccc(C(F)(F)F)c2)[nH]1 (centres undefined)
 : -2	3	.	7	-9	17	8	-1
- C[C@H](CO)N1C[C@H](C)[C@H](CN(C)C(=O)NC2CCCCC2)Oc2ccc(NC(=O)Cc3cn(C)c4ccccc34)cc2CC1=O
 : -1	-2	.	14	-12	15	2	1
- CC(=O)NC12CC3CC(C1)CC(C(=O)N(C)CC(=O)Nc1ccc(F)c(F)c1F)(C3)C2
 : 12	-4	-8	10	1	-7	0	1
- C[C@H]1CCCCO[C@H](CN(C)C(=O)Nc2ccccc2)[C@@H](C)CN([C@@H](C)CO)C(=O)c2cc(NC(=O)Nc3ccc(C(F)(F)F)cc3)ccc2O1
 : 0	.	.	22	.	7	6	.
- CC(=O)NC(=S)Nc1ccc(NC(=O)COc2ccc(Cl)cc2Cl)cc1
 : -76	-1	-12	-5	.	.	.	.
- C[C@H](CO)N1C[C@H](C)[C@@H](CN(C)C(=O)c2ccncc2)OCCCC[C@H](C)Oc2ccc(NS(C)(=O)=O)cc2C1=O
 : -7	1	.	.	-7	9	-9	-1
- CC(=O)Nc1ccc(S(=O)(=O)NCCC(=O)OCC(=O)N2CCN(C(=O)c3ccco3)CC2)cc1
 : 11	3	.	6	11	3	.	2
- C/C(NCCc1ccc(O)cc1)=C1/CCOC1=O
 : .	1	9	5	-8	-4	0	0
- CCN(CCNC(=O)CC1Oc2ccccc2NC1=O)c1ccccc1 (centres undefined)
 : -4	-6	-13	2	11	-1	1	1
- Cc1ccc(N2C(=O)S/C(=C/c3cn(C)c4ccccc34)C2=O)cc1
 : .	.	1	20	2	-60	-136	0
- Cc1nonc1NC(=O)CSc1nnc(-c2ccoc2C)n1CC(C)C
 : -2	5	2	0	.	.	.	.
- Cc1ccc(S(=O)(=O)N2CCOCC2)cc1NC(=O)COC(=O)c1ccc(OCc2c(C)noc2C)cc1
 : .	-1	2	-16	0	9	-21	3
- Cc1ccc(-c2n[nH]c(=O)c3ccccc23)cc1S(=O)(=O)NCC1CCCO1 (centres undefined)
 : .	2	5	11	-7	6	13	-1
- O=C(Cc1ccccn1)NCC[C@H]1CC[C@H](NS(=O)(=O)c2ccc(Cl)cc2)[C@@H](CO)O1
 : 5	2	6	9	-8	-4	-5	-5
- O=C(NCC1CC1)[C@H]1[C@H](CO)[C@H]2Cn3c(ccc(-c4ccc(F)cc4)c3=O)[C@@H]1N2
 : 2	9	.	-2	1	-16	-16	-1
- COCc1c(Br)c(C)nc(OCC(=O)O)c1C#N
 : -1	3	7	12	-4	.	.	3
- O=C(NCCCCCc1nc2ccccc2[nH]1)c1ccccc1Cl
 : .	1	2	-1	3	-3	-9	1
- Cc1ccc(-n2nc3c(=O)n(CCCC(=O)NCCc4ccccc4)nc(C)c3c2C)cc1
 : -7	4	-10	32	-5	11	4	0
- CC(Oc1ccc(Cl)cc1Cl)C(=O)N(C)c1ccccc1 (centres undefined)
 : -13	-3	-1	-14	0	6	20	5
- O=C(c1ccco1)N1CCN(CC2CC3C=CC2C3)CC1 (centres undefined)
 : -11	0	-2	-1	.	.	.	.
- CCC(=O)N(C)C[C@H]1Oc2ncc(/C=C/c3ccccc3)cc2C(=O)N([C@@H](C)CO)C[C@H]1C
 : 4	0	12	.	-5	14	-23	-1
- Cc1ccc(O)c(Cn2nnc3ccccc32)c1
 : .	0	3	-8	-2	-12	1	-2
- CCOc1ccc(N=Cc2ccc([N+](=O)[O-])cc2)c(O)c1
 : -2	-2	1	-62	1	-40	-77	0
- COCC(=O)N1[C@@H]2CN(C(=O)C3CC3)c3ccccc3[C@@H]2[C@@H]1CO
 : 7	2	.	7	4	2	2	-1
- OCC1(CCOc2ccccc2)CCN(Cc2cn[nH]c2-c2ccc(F)cc2)CC1
 : .	1	-19	2	4	26	7	3
- Cc1c(O)ccc2c(CN3CCN(C/C=C/c4ccccc4)CC3)cc(=O)oc12
 : 1	.	12	47	-7	-4	15	-10
- CCN1[C@H](C(=O)NCc2ccccc2)[C@@H](CO)[C@@H]2Cn3c(ccc(-c4ccccc4)c3=O)[C@@H]21
 : .	-3	.	.	-9	10	16	-3
- CCCNC(=O)C[C@H]1C[C@H]2c3cc(NC(=O)COC)ccc3O[C@H]2[C@H](CO)O1
 : 4	3	.	-7	-11	10	-1	1
- Cc1cc(C)cc(NC(=O)Cn2nnc(C(=O)NCc3cccs3)c2N)c1
 : 3	.	-14	-5	3	0	.	-1
- COC1=C(Br)C(=O)c2nc(C)ccc2C1=O
 : 3	5	-7	4	0	-19	-22	0
- CC(C)(C)C(=O)NC1(C(F)(F)F)NC(=O)N(c2ccc(F)cc2)C1=O (centres undefined)
 : 6	5	.	5	-3	36	-2	6
- O=C(Nc1ccc(S(=O)(=O)N2CCOCC2)cc1)c1ccc2ncsc2c1
 : .	.	4	-71	7	-44	-16	.
- COCC(=O)N1CCCCN2[C@H](CO)[C@H](c3ccc(-c4ccc(F)cc4)cc3)[C@H]2C1
 : -3	-1	.	21	5	0	.	-2
- COc1ccc(S(=O)(=O)Nc2ccc3c(c2)C(=O)N([C@H](C)CO)C[C@H](C)[C@H](CN(C)C(=O)Nc2c(C)noc2C)OCCCC[C@@H](C)O3)cc1
 : 4	0	-6	-14	14	23	-14	-3
- COCC(=O)N(C)C[C@H]1Oc2cc(-c3cncnc3)ccc2S(=O)(=O)N([C@H](C)CO)C[C@H]1C
 : 14	-2	1	.	1	18	-5	-2
- C=CCN1C(=O)C(CC(=O)NCC)SC1=Nc1ccccc1CC (centres undefined)
 : -3	3	-8	9	12	3	13	1
- COc1ccc(C(C)=O)cc1COC(=O)c1ccc2c(c1)OCCO2
 : -4	0	-5	-7	0	-16	-8	4
- O=C(C[C@@H]1C[C@@H]2c3cc(NS(=O)(=O)c4ccc(F)cc4)ccc3O[C@@H]2[C@H](CO)O1)NCc1ccc(Cl)cc1
 : 10	-1	9	3	1	-4	7	3

# Entries shown so far that contain a COOH group (2):
# The line under a structure holds: PGC1a acetyl inh	PglD DTNB	FN deposit inh	PAX8 reporter	S100A4 inh HTS	LGR2 antag	EWS-Fli block	ERAP1 inh
- O=C(O)C(O)(c1ccccc1)C(O)c1ccccc1 (centres undefined)
 : .	.	-8	3	1	-2	4	2
- COCc1c(Br)c(C)nc(OCC(=O)O)c1C#N
 : -1	3	7	12	-4	.	.	3

# Going on with the list:
# The line under a structure holds: PGC1a acetyl inh	PglD DTNB	FN deposit inh	PAX8 reporter	S100A4 inh HTS	LGR2 antag	EWS-Fli block	ERAP1 inh
- Cc1noc(C)c1S(=O)(=O)N(C)C[C@H]1OCCCC[C@@H](C)Oc2ccc(NC(=O)NC3CCCCC3)cc2C(=O)N([C@@H](C)CO)C[C@@H]1C
 : -9	0	.	22	-14	15	5	3
- Cc1cccn2c(=O)c3cc(C(=O)NC(C)c4ccccc4)c(=N)n(CCCn4ccnc4)c3nc12 (centres undefined)
 : .	.	8	6	-3	-10	22	.
- C[C@@H]1CN([C@@H](C)CO)C(=O)c2cc(NS(=O)(=O)c3cccs3)ccc2O[C@@H]1CN(C)S(C)(=O)=O
 : 12	-2	.	.	-10	16	-96	-3
- NS(=O)(=O)c1cccc(NC(=O)COC(=O)CCN2C(=O)c3ccccc3C2=O)c1
 : 5	6	-5	-11	0	-5	1	-1
- Cc1nnc(NC(=O)c2ccccc2NC(=O)c2ccccc2)s1
 : -6	-8	-3	5	0	5	2	-1
- CCC(=O)N1c2ccc(S(=O)(=O)N3CCN(c4ccccc4Cl)CC3)cc2CC1C (centres undefined)
 : .	0	13	22	-2	-5	.	-1
- O=C(c1ccc(F)cc1)c1cnc(Nc2ccccc2)s1
 : .	.	4	-127	0	-112	-103	-3
- COCCCNC(=O)CS(=O)(=O)Cc1nc(-c2ccccc2C)oc1C
 : -10	2	-6	16	-3	.	1	19
- CC(=O)C1=C(C)NC(SCC(N)=O)=C(C#N)C1c1ccco1 (centres undefined)
 : -1	-1	0	22	1	-4	9	-3
- COc1ccccc1CNC(=O)CN1C(=O)c2cccc(N)c2C1=O
 : .	-6	-1	-108	3	-21	-45	-8
- C[C@@H]1CN([C@H](C)CO)C(=O)c2cc(-c3cccc(F)c3)cnc2O[C@H]1CN(C)Cc1ccccc1
 : -14	1	3	.	3	-9	9	-1
- CCCC(=O)N1CCCC1(C)C(=O)Nc1cc(C)ccc1C (centres undefined)
 : 1	-1	-2	17	-2	-2	2	0
- c1ccc(-c2csc(NC3=NCCCCC3)n2)cc1
 : -10	.	1	-20	4	-11	-5	0
- O=C(c1ccccc1F)N1C[C@@H]2[C@H](c3ccccc31)[C@H](CO)N2C(=O)c1ccccc1
 : 10	4	6	11	-2	-9	-10	2
- CC(=O)N(C)C[C@@H]1Oc2ncc(-c3ccc(C)cc3)cc2C(=O)N([C@@H](C)CO)C[C@@H]1C
 : 4	-5	.	.	-8	6	-3	0
- C[C@@H]1CN([C@H](C)CO)C(=O)c2cc(NC(=O)NC3CCCCC3)ccc2O[C@@H](C)CCCCO[C@H]1CN(C)S(C)(=O)=O
 : -9	6	5	-6	-9	-3	-3	-3
- Cc1ccccc1-c1nc(S(=O)(=O)c2ccccc2)c(NCCN2CCOCC2)o1
 : 4	-3	0	43	0	-3	8	-2
- Cc1ccc(S(=O)(=O)Nc2ccc3c(c2)C(=O)N([C@H](C)CO)C[C@H](C)[C@@H](CN(C)S(C)(=O)=O)O3)cc1
 : -2	-1	1	.	-9	-29	-7	-3
- CCNC(=S)Nc1ccc2c(c1)c(=O)n(C)n2-c1ccc(C(C)(C)C)cc1
 : 1	2	-6	9	1	10	41	-2
- O=C(COC(=O)c1ccc2ccccc2n1)Nc1ccccc1Br
 : -3	3	-6	-7	11	6	8	2
- COc1ccc(-c2ccc(CCC(=O)O)n2-c2cc(OC)ccc2OC)cc1
 : -1	0	-16	12	-4	19	8	3
- CCCCN(C1CCS(=O)(=O)C1)S(=O)(=O)c1ccc(C(C)C)cc1 (centres undefined)
 : .	0	5	-2	3	1	3	-8
- CCC(Oc1ccccc1OC)C(=O)Nc1ccc2c(c1)n(C)c(=O)n2C (centres undefined)
 : -35	2	-1	-3	7	-1	7	-2
- O=C(O)CC1c2ccccc2CCN1S(=O)(=O)c1ccccc1 (centres undefined)
 : 11	-7	1	-7	-3	2	-3	2
- CCOc1ccc(S(=O)(=O)N2CCN(C(=O)c3cc4c(s3)CCCC4)CC2)cc1
 : -1	2	10	22	.	-8	.	.
- O=C(CSC1=N/C(=C/c2ccco2)C(=O)N1c1ccc(OC(F)F)cc1)NC1CCS(=O)(=O)C1 (centres undefined)
 : -6	.	4	3	-5	-16	-8	2
- CO[C@@H]1CN(C)C(=O)c2cc(NS(=O)(=O)c3ccc(Oc4ccccc4)cc3)ccc2OC[C@H](C)NC[C@@H]1C
 : 1	2	9	11	4	-2	2	-4
- COc1cccc(S(=O)(=O)N[C@@H]2CC[C@H](CCNC(=O)Cc3ccncc3)O[C@H]2CO)c1
 : 1	-1	-9	-27	14	-1	9	3
